Bioassay records as filed in PubChem BioAssay.
KCNQ2 inh = KCNQ2 channel blockers in CHO-K1 cells – cell-based, FluxOR thallium flux, B-score, primary screen (AID 2156); O88943; 20 min; stronger effect = lower value; B-score at 10 µM; 310,000 compounds, 1.1% hits;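 active = fluorescence ratio B-score at most minus 3 library SDs, with starting brightness B-score within 2 library SDs, cut at about -5.5 in these data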
Target sequence (O88943 whole entry, looked up): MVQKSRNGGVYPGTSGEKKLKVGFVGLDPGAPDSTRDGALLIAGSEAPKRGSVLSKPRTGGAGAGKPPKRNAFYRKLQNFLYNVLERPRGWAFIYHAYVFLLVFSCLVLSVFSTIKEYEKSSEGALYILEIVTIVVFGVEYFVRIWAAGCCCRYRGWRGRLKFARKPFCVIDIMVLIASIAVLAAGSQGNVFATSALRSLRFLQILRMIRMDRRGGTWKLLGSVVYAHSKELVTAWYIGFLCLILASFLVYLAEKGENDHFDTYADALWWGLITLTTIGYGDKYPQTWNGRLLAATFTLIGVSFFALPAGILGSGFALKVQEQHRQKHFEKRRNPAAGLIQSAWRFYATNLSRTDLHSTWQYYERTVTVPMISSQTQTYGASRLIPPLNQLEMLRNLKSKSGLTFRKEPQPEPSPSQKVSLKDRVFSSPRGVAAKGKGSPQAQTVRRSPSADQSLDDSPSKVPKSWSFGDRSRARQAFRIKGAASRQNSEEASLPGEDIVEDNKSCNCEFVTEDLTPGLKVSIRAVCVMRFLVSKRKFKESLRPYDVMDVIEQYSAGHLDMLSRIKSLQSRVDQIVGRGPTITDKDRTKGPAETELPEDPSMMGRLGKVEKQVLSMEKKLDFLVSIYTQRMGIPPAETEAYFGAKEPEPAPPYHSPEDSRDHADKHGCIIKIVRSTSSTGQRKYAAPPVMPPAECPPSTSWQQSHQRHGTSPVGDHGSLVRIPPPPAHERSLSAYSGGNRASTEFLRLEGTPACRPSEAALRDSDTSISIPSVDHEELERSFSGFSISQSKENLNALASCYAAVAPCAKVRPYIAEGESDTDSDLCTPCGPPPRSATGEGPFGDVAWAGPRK
CHT inh = inhibits the human high affinity choline transporter; Q9GZV3; CHT-expressing cells, membrane potential dye, choline response; stronger effect = lower value; B-score at 10 µM; 310,000 compounds, 0.86% hits;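 active = B-score over 3 SD under the library average, and starting fluorescence ratio not unusually high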;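 note: choline stimulus applied at its EC90 after an EC20 pre-addition; B-score computed on integrated fluorescence ratio after choline addition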
The depositor's hits bear a star; i = inactive; · = not tested or not shown.

SMILES	KCNQ2 inh	CHT inh
Cc1ccsc1C(=O)C1CCCN(Cc2cnc(N(C)C)s2)C1 (stereo not given)	i	i
CCc1cc2c(N3CCN(C)CC3)ncnc2s1	i	i
O=C(CCl)NCC1CCCO1 (stereo not given)	i	i
CCCCn1c(=O)c(C(=O)Nc2nnc(C(C)C)s2)c(O)c2ccccc21	i	i
Cc1ccc(CS(=O)(=O)CCC(=O)N2CCC3(CC2)OCCO3)cc1	i	i
CC12CC(c3ccccc3O1)C(C(=O)OCc1ccccc1)C(=O)N2 (stereo not given)	i	i
O=[N+]([O-])c1cc(-n2cnnn2)c(O)c([N+](=O)[O-])c1	i	i
COCCOC(=O)c1c(N)n(Cc2ccc(OC)cc2)c2nc3ccccc3nc12	i	i
Cc1cccc(N2C(=O)NC(=O)C3(Cc4cc(C)ccc4N(C)C3)C2=O)c1 (stereo not given)	i	i
Cc1nn(Cc2ccccc2)c(C)c1C(=O)OCC(=O)Nc1cc(S(C)(=O)=O)ccc1Cl	i	i
N#CC(C#N)=C(N)c1cccnc1	i	i
COc1cc(C[C@@H](C)N)c(OC)cc1I	i	i
O=C(Nc1nccs1)c1c(O)c2c(n(Cc3ccco3)c1=O)CCCC2	i	i
CCN(CC)c1ccc(N=Cc2c(O)n(-c3ccccc3)c(=O)[nH]c2=O)cc1	i	i
COc1ccc(CN2CCN(c3ccccc3F)CC2)cc1O	i	i
Cc1ccc(C(c2nnnn2Cc2ccccc2)N2CC=C(c3ccc(F)cc3)CC2)cc1 (stereo not given)	-5.7*	i
COc1cc(OC)c(C=O)c(OC(=O)N(C)C)c1	i	i
CCOC(=O)C1=C(N)OC2=C(C(=O)CCC2)[C@]12C(=O)N(CC(N)=O)c1ccccc12	i	i
CCN(CC)C(=O)c1ccc2c(c1)C1C(Cl)C(Sc3ccccc3[N+](=O)[O-])CC1C(C(=O)O)N2 (stereo not given)	i	i
COC(=O)C1=C(c2ccc(S(C)(=O)=O)cc2)C[C@@H]2CC[C@H]1N2C(=O)NCc1ccc(C(F)(F)F)cc1	i	i
CCc1nn(CC(=O)N2CCC3(CC2)OCCO3)c(=O)c2cc3ccccc3n12	i	i
C=CC[C@@H](C)CC(=O)C(CCCN=[N+]=[N-])SOOc1ccccc1 (stereo not given in full)	·	i
Cc1ccc(-c2nc(CS(=O)CC(=O)N3CCC4(CC3)OCCO4)c(C)o2)cc1 (stereo not given)	i	i
CN(C)C1(CNC(=O)c2ccc(Cl)c(S(=O)(=O)NCc3ccco3)c2)CCCCC1	i	i
CCOc1ccc(NC(=O)CCNC(=O)N2C[C@H]3C[C@@H](C2)c2cccc(=O)n2C3)cc1	i	i
Continuation:
SMILES	KCNQ2 inh	CHT inh
CC(C)n1c(=O)c(C=Nc2ccc(Cl)cc2)c(O)n(Cc2ccco2)c1=O	i	i
O=C(Cn1c(NCCCl)nc2ccccc21)c1ccc(Br)cc1	i	i
COc1ccc(N2C(=O)CC(=O)NC2=O)cc1	i	i
CN1C(=O)N(C)C(=O)C(CCc2ccncc2)(Cc2ccc3c(c2)OCO3)C1=O	i	i
Cc1cc(C)cc(NC(=O)CCNC(=O)N2C[C@H]3C[C@@H](C2)c2cccc(=O)n2C3)c1	i	i
O=C(Nc1cccc(Cl)c1)c1c(O)c2c(n(Cc3ccco3)c1=O)CCCC2	i	i
COc1ccc2c(C)c(CC(=O)N3C[C@H]4C[C@@H](C3)c3cccc(=O)n3C4)c(=O)oc2c1C	i	i
Clc1ccc2c(c1)C(c1ccccc1Cl)=NCc1nncn1-2	i	i
CC(NC1CCCCC1)C(O)C12CC3CC(CC(C3)C1)C2 (stereo not given)	i	i
CCN(CC)CCCN=Cc1c(O)n(-c2ccccc2F)c(=O)[nH]c1=O	i	i
O=c1[nH]c(O)c(C=NC2CCCCC2)c(=O)[nH]1	i	i
Cc1c(OC(=O)N(C)C)ccc2c1O/C(=C\c1ccco1)C2=O	i	i
CCCn1c(C(=O)c2ccc(OC)cc2)nc2ccccc21	i	i
C/C(=N/OC(=O)N(C)C)c1ncc(C(F)(F)F)cc1N1CCOCC1	i	i
CCN(CC)CCOC(=O)c1ccc(N=Cc2c(O)[nH]c(=O)[nH]c2=O)cc1	i	i
Clc1ccc(N2CCN(Cc3ccccc3Cl)CC2)cc1	i	i
O=C(O)c1cccc2c1NC(c1cccc([N+](=O)[O-])c1)C1CC(Sc3ccccc3[N+](=O)[O-])C(Cl)C21 (stereo not given)	i	·
CN1CCC(N(C)c2nc(-c3ccc([N+](=O)[O-])cc3)nc3ccccc23)CC1	-6*	·
CCCCCn1c(=O)c(C(=O)NCc2ccccc2)c(O)c2ccccc21	i	i
O=c1[nH]c(=O)n(-c2cccc3ccccc23)c(O)c1/C=N/N1CCCCCC1	i	i
C=CCOC(=O)COc1cc(C)cc2oc(=O)c3c(c12)CCC3	i	i
CC1CC2(O)c3no[n+]([O-])c3CCC2N1O (stereo not given)	i	i
Cn1c(O)c(C(=Nc2ccc(F)cc2)c2ccccc2Cl)c(=O)n(C)c1=O	i	i
O=C(c1ccccc1)c1ccccc1N=Cc1c(O)[nH]c(=O)[nH]c1=O	i	i
COc1ccc(/C=C/C2=CCN(C)CC2)cc1	i	i

Three compounds already listed, arranged by number of heavy atoms, low to high.
SMILES	KCNQ2 inh	CHT inh
COc1ccc(/C=C/C2=CCN(C)CC2)cc1	i	i
Clc1ccc(N2CCN(Cc3ccccc3Cl)CC2)cc1	i	i
C/C(=N/OC(=O)N(C)C)c1ncc(C(F)(F)F)cc1N1CCOCC1	i	i

(more compounds)
SMILES	KCNQ2 inh	CHT inh
CC(C)Nc1nc(Cl)nc(NC(C)C)n1	i	i
COc1ccc(C(CNC(=O)Cc2ccc(Cl)c(Cl)c2)N2CCCCC2)cc1 (stereo not given)	i	i
Cc1ccc(CN2C3CCCC2CC(NC(=S)NCc2ccccc2)C3)cc1 (stereo not given)	i	i
COc1ccc(N2C(=O)NC(=O)/C(=C/c3ccc4c(c3)Cc3ccccc3-4)C2=O)cc1	i	i
CCCCOCCCn1c(N)c(C(=O)OC(C)COC)c2nc3ccccc3nc21 (stereo not given)	i	i
OCC12COC3c4ccccc4C(OC1)N32 (stereo not given)	i	i
O=C(N/N=C/c1c(O)n(CCC2=CCCCC2)c(=O)[nH]c1=O)c1ccccc1	i	i
CCC1(c2ccc(N)cc2)CCC(=O)NC1=O (stereo not given)	i	i
O=C(NCc1ccc(C(=O)N2CCC3(CC2)OCCO3)cc1)c1cccc(Br)c1	i	i
Cc1ccc(N2C(=O)NC(=O)/C(=C/c3cnc(-c4ccccc4)nc3)C2=O)cc1C	i	i
COP(=O)(OC)C(NC(=O)C(C)(C)C)=C(Cl)Cl	i	i
CCCCP(=O)(O)CCC(=O)O	i	i
COc1cccc(C(=O)C2CN(C)CC2c2ccc(Cl)cc2)c1 (stereo not given)	i	i
CN(C)C(=O)Oc1ccc2ccccc2c1Cl	i	i
O=C1/C(=C\c2cccnc2)N2CCC1CC2	i	i
CCOc1ccc(N=Cc2c(O)n(-c3ccc(C)c(C)c3)c(=O)[nH]c2=O)cc1	i	i
CCN1CCC2(CC1)NC(=O)c1ccccc1O2	i	i
C=CCn1c(O)c(C(CC)=NCCN2CCN(C(=S)NC)CC2)c(=O)[nH]c1=O	i	i
COc1ccc(CCNCc2ccsc2)cc1OC	i	i
COP(=S)(OC)SCN1C(=O)c2ccccc2C1=O	i	i
c1ccc(CCNCc2ccccc2)cc1	i	i
O=c1[nH]c(=O)n(C2CCCCC2)c(O)c1C=Nc1ccc(N2CCOCC2)cc1	i	i
C[N+]1(CC2COC(c3ccco3)O2)CCCCC1 (stereo not given)	i	i
COC(=O)C1=C(c2ccc(S(C)(=O)=O)cc2)C[C@@H]2CC[C@H]1N2C(=O)NC1CC1	i	i
O=[N+]([O-])c1ccc(N2CCCCCC2)c2ncccc12	i	i
The list goes on.
SMILES	KCNQ2 inh	CHT inh
O=[N+]([O-])c1ccc(N2CCCC2)c(F)c1Br	i	i
Fc1ccc2c(c1)nnn2C1CCN(Cc2ccccc2)CC1	i	i
Cc1cc(Cl)nc(N)n1	i	i
CC(C)NC(C)Cc1ccc(I)cc1 (stereo not given)	·	i
CC(=O)N1N=C2C3CCN(CC3)C2C1c1ccccc1 (stereo not given)	i	i
CC(C)NC(=O)Cn1cc(C(=O)c2ccccc2F)c2ccccc21	i	i
Cc1ccc(C2=NCC(=O)N(CC(=O)N3CCCCC3)c3sc(C)c(C)c32)cc1	i	i
NP(=O)(Oc1ccc(Cl)cc1)Oc1ccc(Cl)cc1	i	i
CCC1C2Cn3c(nc4ccccc43)C1N(C)O2 (stereo not given)	i	i
Cc1cc(C=C2C(=O)N(C)C(=S)N(C)C2=O)c(C)n1C1CCCC1	i	i
Cc1nc2ccccc2n1C1CCN(Cc2nnnn2CCc2ccccc2)CC1	i	i
Cc1ccc(N2C(=O)NC(=O)C3(Cc4ccccc4N4CCN(c5ccccc5)CC43)C2=O)cc1 (stereo not given)	-7.1*	i
Cc1ccc(OCCn2cccc2/C=C2/C(=O)NC(=O)N(Cc3ccco3)C2=O)cc1	i	i
CCN(CC)c1ccc(N=Cc2c(O)[nH]c(=O)[nH]c2=O)cc1	i	i
CN1CCN(c2ccc(N)cc2)CC1	i	i
O=c1[nH]c(O)c(C=Nc2cc(F)cc(F)c2)c(=O)[nH]1	i	i
CN1C2CCC1CC(OC(c1ccccc1)c1ccccc1N)C2 (stereo not given)	i	i
CCOC(=O)N(C)c1ccc(C(O)(C(=O)OCC)C(F)(F)F)cc1 (stereo not given)	i	i
CCN(CC)c1ccc(/C=C2\C(=O)NC(=O)N(CC3CCCO3)C2=O)cc1 (stereo not given)	i	i
COc1cccc(N2CCN(Cc3cccc(Cl)c3)CC2)c1	i	i
O=P(Nc1ccccc1)(Nc1ccccc1)Oc1cccc(Cl)c1	-7.7*	i
CCN1c2nc3ccccn3c(=O)c2CC2(C(=O)N(C)C(=O)N(C)C2=O)C1C (stereo not given)	i	i
CCCCn1c(O)c(/C=N/N2CCOCC2)c(=O)[nH]c1=S	i	i
COc1ccc2c(c1O)-c1cccc3c1[C@@H](C2)N(C)CC3	i	i
NC(C(=O)O)c1cc(=O)[nH]o1 (stereo not given)	·	i

At a glance, part of the list above:
SMILES	KCNQ2 inh	CHT inh
Cc1cc(C=C2C(=O)N(C)C(=S)N(C)C2=O)c(C)n1C1CCCC1	i	i
Cc1nc2ccccc2n1C1CCN(Cc2nnnn2CCc2ccccc2)CC1	i	i

The list continues:
SMILES	KCNQ2 inh	CHT inh
CCCCC/C(=N/O)c1c(C)[nH]c2ccccc12	i	i
O=C(COc1ccccc1F)N1CCN(CCN2C(=O)c3cccc4cccc(c34)C2=O)CC1	i	i
O=C(O)CNC1c2ccccc2CSc2ccccc21 (stereo not given)	i	i
NCC(CC(=O)O)C1CCCCC1 (stereo not given)	i	i
CC1Oc2cc3c(-c4c(O)cc(O)c5c(O)c6c(cc45)OC(C)C(C)C6=O)c(O)cc(O)c3c(O)c2C(=O)C1C (stereo not given)	i	i
C#CCOc1ccc2c(c1)c(C(C)=O)c(C)n2Cc1ccccc1	i	i
Cc1ccc(Cn2ccccc2=N)cc1	i	i
Cc1ccc(N(C)C(=O)Oc2cccc3ccc(C)nc23)cc1	i	i
Cn1c(O)c(C=NCCOc2ccc(Cl)cc2)c(=O)n(C)c1=O	i	i
COc1cc2c(cc1OC)-c1c(OC)c(OC)cc3c1C(C2)N(C)CC3 (stereo not given)	i	i
CC(=O)Nc1cc(C(=O)N2CCC3(CC2)OCCO3)ccc1Sc1ccc(F)cc1	i	i
Cc1ccc(OCC(=O)N2CCN(Cc3ccc4c(c3)OCO4)CC2)cc1C	i	i
CCOc1cc(/C=C2\C(=O)NC(=O)N(CCc3ccc(F)cc3)C2=O)ccc1O	i	i
O=C(/C=C/c1ccccc1)NC(=S)N1C[C@H]2C[C@H](C1)c1cccc(=O)n1C2	i	i
CCCCCCC(C)(C)c1ccc([C@@H]2C[C@H](O)CC[C@H]2CCCO)c(O)c1	·	i
Cc1ccc(C(=O)N/C(=C\Cl)P(=O)(c2ccccc2)c2ccccc2)cc1	i	i
COc1ccccc1N=Nc1c(O)[nH]c(=S)[nH]c1=O	i	i
Cc1ccc(-c2cc(C(F)F)n3ncc(C(=O)N4CCC5(CC4)OCCO5)c3n2)cc1	i	i
CSc1ncc(/C=C2/C(=O)NC(=O)N(C)C2=O)cn1	i	i
CCCCCOc1ccc(C)cc1CN(CCCl)CCCl	i	i
O=C(Nc1ccc(Cl)cc1)OC1CN2CCC1CC2 (stereo not given)	i	i
Cc1ccc(-c2cc(-c3ccc(C)cc3)[n+](-c3ccc(C(=O)[O-])cc3)c(-c3ccc(C)cc3)c2)cc1	i	i
COc1ccc2nc(NC(=O)CCc3nc(C4=CCN(C)CC4)no3)sc2c1	i	i
O=C(Cc1ccccc1)OCCN1CCCCC1	i	i
CCOP(=S)(OCC)SCC(=O)NC(C)(CC)C(=O)O (stereo not given)	i	i
Cc1ccccc1N1C(=O)NC(=O)/C(=C\c2cnn(-c3ccccc3)c2)C1=O	i	i
O=C(c1ccccc1)c1cn(CC(=O)N2CCCC2)c2ccccc12	i	i
Cc1c(C)c2ccc(OCC(=O)N3C[C@H]4C[C@@H](C3)c3cccc(=O)n3C4)cc2oc1=O	i	i

2 entries drawn at random from those above, as already listed:
SMILES	KCNQ2 inh	CHT inh
CCC1(c2ccc(N)cc2)CCC(=O)NC1=O (stereo not given)	i	i
C=CCn1c(O)c(C(CC)=NCCN2CCN(C(=S)NC)CC2)c(=O)[nH]c1=O	i	i

Whole records, looked up by structure. Order of screens: KCNQ2 inh, CHT inh
O=C(COc1ccccc1F)N1CCN(CCN2C(=O)c3cccc4cccc(c34)C2=O)CC1 reads i, i
O=C(Cc1ccccc1)OCCN1CCCCC1 reads i, i

These rows are one share of the data. The share of hits here may be higher or lower than overall.
